Source: PubChem (National Center for Advancing Translational Sciences (NCATS))
RGS4 inhibitor – Inhibitors of Regulator of G Protein Signaling (RGS) 4: qHTS; Regulator of G-protein signaling 4 (Homo sapiens), P49798; Transcreener GDP fluorescence polarization, RGS4-accelerated GTP hydrolysis; Potency, µM (top dose mostly 114 µM), inactives show at the top dose activity change, negative = inhibition, hits mostly inhibitors; actives 0.039% (n = 390,000); AID 504845, 2011; note: potency is the fitted concentration of half-maximal effect; % is set by controls: 0 for no effect and ±100 for the full control effect; nearly all actives have a fitted effect of over 75% in size; some results filed as inactive show a strong effect at the top dose
Target sequence (P49798 whole entry, looked up): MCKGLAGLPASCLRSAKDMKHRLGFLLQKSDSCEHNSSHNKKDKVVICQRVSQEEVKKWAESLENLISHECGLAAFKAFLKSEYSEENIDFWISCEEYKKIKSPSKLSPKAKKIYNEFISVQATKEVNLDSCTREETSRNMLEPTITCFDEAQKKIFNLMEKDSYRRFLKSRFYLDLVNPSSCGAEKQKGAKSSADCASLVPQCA
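MLSMR compounds (23 nl, pin-transferred) preincubated 10 min at room temperature with a 500nM (2x) first reagent, then RGS4 at 900nM (2x) plus Transcreener GDP mix added; fluorescence polarization (620/688 nm) read before and after 90 min at 30 °C.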
ERG Ets-DNA blk – qHTS for Small Molecule Inhibitors of the ERG Ets/DNA interaction; Transcriptional regulator ERG (Homo sapiens), P11308; fluorescence polarization, His-ERG Ets domain / labelled DNA; Potency, µM (titrated, usually from 76.9 µM), without a hit: top-dose FP activity, negative = inhibition, most hits filed as inhibitors; actives 0.028% (n = 370,000); active = well fitted inhibition curve with a large enough effect in the polarisation, with a control signal flat; inconclusive = small, poorly fitted or top-dose-only effect, or effect the other way, or a change in a side signal; inactive = no such curve, though single readings can be large or run the other way; the % refers to the polarisation;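 note: polarization taken with two DNA probes labelled with fluorescein and Texas red; potency is the fitted concentration of half-maximal effect; % of control where 0% means no effect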
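His-tagged ERG Ets domain (1 uM in the protein solution; 300mM KCl, 50mM Tris-HCl, 1mM EDTA, 1mM DTT, pH 7.5) received compound, then a probe mix of 5 nM fluorescein-DNA and 100nM Texas-615-DNA. Fluorescence polarization was read for both dyes.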
PI4K2A inh – qHTS for small molecular inhibitors of PI4K2A. purified PI4K2A, ADP-Glo luminescence, 1 h; active compounds read low. activity change, negative = inhibition, % at 76.9 µM. actives 0.13% (n = 420,000); in the data active = activity change below about -50%; inconclusive = mostly about -30% to -49%;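 note: -100% = wells without enzyme as full effect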
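PI4K2A activity was measured by ADP-Glo luminescence: enzyme (4 ug/mL stock) and phosphatidylinositol (1.2 mM stock) in Tris pH 7.5/MgCl2/EGTA/Triton X-100 buffer were reacted with ATP (300 microM stock) for one hour at ambient temperature.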
HP1b chromo inh – HTS for Inhibitors of HP1-beta Chromodomain Interactions with Methylated Histone Tails; AlphaScreen HP1-beta / biotin-H3K9me3 peptide binding; Chromobox protein homolog 1 (Homo sapiens), P83916; AID 540317, 2011; actives 0.56% (n = 390,000); Potency, µM (doses to about 114 µM), without a hit: at the top dose activity change, negative = inhibition, hits mostly inhibitors; note: potency is the fitted concentration of half-maximal effect; nearly all actives have a fitted effect of over 70% in size; inactives centre near 23
Target sequence (P83916 whole entry, looked up): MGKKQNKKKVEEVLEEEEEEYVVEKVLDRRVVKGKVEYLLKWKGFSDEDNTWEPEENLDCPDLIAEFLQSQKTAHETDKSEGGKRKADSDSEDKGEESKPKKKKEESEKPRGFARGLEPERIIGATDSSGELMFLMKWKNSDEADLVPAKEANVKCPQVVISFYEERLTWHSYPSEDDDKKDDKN
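Compound inhibition of the preformed complex between 50 nM HP1-beta and 50 nM biotinylated H3K9me3 peptide was read by AlphaScreen. Buffer was PBS pH 7.4 with 0.01% Tween-20. Incubations ran 30 min at room temperature, with 10 ug/mL donor/acceptor beads.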
BAZ2B inh – qHTS Assay for Inhibitors of BAZ2B; actives 4.4% (n = 360,000); AlphaScreen BAZ2B-H3K14Ac peptide displacement; Potency, µM (titrated, usually from 114 µM), without a hit: top-dose activity change, negative = inhibition, hits mostly inhibitors; AID 504333, 2011; note: potency is the fitted concentration of half-maximal effect; % is set by controls: 0 for no effect and ±100 for the full control effect; nearly all actives have a fitted effect of over 60% in size
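Complex of BAZ2B and biotin-H3K14Ac (50 nM apiece) forms over 30 min at RT, then faces library compounds up to 110 uM for another 30 min; AlphaScreen beads added, 20 min dark incubation, luminescence read.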
JMJD2A Tudor inh – qHTS Assay for Inhibitors of JMJD2A-Tudor Domain. Lysine-specific demethylase 4A (Homo sapiens), O75164. AlphaScreen JMJD2A-Tudor / H3K4me3 peptide binding. Potency, µM (titrated, usually from 114 µM), without a hit: at the top dose activity change, negative = inhibition, most hits filed as inhibitors. actives 4.4% (n = 390,000). AID 504339, 2011; note: potency is the fitted concentration of half-maximal effect; % is set by controls: 0 for no effect and ±100 for the full control effect; nearly all actives have a fitted effect of over 50% in size
G9a inh – qHTS Assay for Inhibitors of Histone Lysine Methyltransferase G9a; Potency, µM (series often up to 102 µM), without a hit: top-dose activity, negative = inhibition, most hits filed as inhibitors; G9a H3K9 monomethylation, AlphaScreen, 2 h; Histone-lysine N-methyltransferase EHMT2 (Homo sapiens), Q96KQ7; actives 8.8% (n = 350,000); note: potency is the fitted concentration of half-maximal effect; % is set by controls: 0 for no effect and ±100 for the full control effect; nearly all actives have a fitted effect of over 75% in size
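Chemiluminescent proximity detection of H3K9 monomethylation, read after 10 min bead incubation in the dark. Reaction: 20 nM G9a, 500 nM biotin-H3K9 peptide, 20 uM SAM cofactor, 2 h, room temperature, following 15 min enzyme-compound preincubation.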
GLS inh – qHTS for Inhibitors of Glutaminase (GLS); Glutaminase kidney isoform, mitochondrial (Homo sapiens), O94925; actives 0.21% (n = 410,000); Potency, µM (titrated, usually from 45.5 µM), for inactives: top-dose activity change, negative = inhibition, hits mostly inhibitors; GLS enzymatic activity, qHTS titration; note: potency is the fitted concentration of half-maximal effect; % is set by controls: 0 for no effect and ±100 for the full control effect
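Read-out is an Amplex red fluorescence increase coupled through glutamate oxidase and HRP, measured before and after 30 min room-temperature incubation. hKGA is in 45 mM KH2PO4 (pH 8.2) with 0.02% Tween-20; glutamine added as 1mM solution.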
12-LOX inh – Primary qHTS assay for inhibitors of human arachidonate 12S-lipoxygenase (ALOX12): Round 2 | AID 1671190, 2021 | purified 12hLO, xylenol orange hydroperoxide absorbance | actives 1.1% (n = 580,000) | Polyunsaturated fatty acid lipoxygenase ALOX12 (Homo sapiens), P18054 | Potency, µM (doses to about 108 µM), inactives show at the highest dose activity change, negative = inhibition, hits mostly inhibitors; note: potency is the fitted concentration of half-maximal effect; % is set by controls: 0 for no effect and ±100 for the full control effect
Target sequence (P18054 whole entry, looked up): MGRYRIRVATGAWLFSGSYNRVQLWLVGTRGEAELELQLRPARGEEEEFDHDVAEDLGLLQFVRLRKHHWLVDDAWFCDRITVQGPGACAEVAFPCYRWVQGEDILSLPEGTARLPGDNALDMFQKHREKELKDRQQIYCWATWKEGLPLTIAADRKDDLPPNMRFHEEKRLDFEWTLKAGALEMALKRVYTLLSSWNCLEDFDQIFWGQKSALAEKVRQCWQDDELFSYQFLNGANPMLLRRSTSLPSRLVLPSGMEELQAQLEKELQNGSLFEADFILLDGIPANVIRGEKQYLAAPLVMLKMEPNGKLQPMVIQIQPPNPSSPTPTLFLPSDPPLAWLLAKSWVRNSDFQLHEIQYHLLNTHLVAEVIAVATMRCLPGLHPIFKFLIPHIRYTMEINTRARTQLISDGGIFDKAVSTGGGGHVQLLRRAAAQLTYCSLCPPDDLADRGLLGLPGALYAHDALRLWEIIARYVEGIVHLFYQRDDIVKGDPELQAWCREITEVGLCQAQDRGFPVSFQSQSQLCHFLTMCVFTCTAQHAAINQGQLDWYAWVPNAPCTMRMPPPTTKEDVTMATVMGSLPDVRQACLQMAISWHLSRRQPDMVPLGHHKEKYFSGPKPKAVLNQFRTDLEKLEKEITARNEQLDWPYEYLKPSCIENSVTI
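Purified human 12hLO at 150 nM in 25 mM Hepes, 0.01% Triton X-100, pH 7.0, preincubated 15 min at room temperature with compound. Reaction started with 40 uM arachidonic acid, 30 min at room temperature. Hydroperoxide measured by Fe-xylenol orange, 573/405 nm absorbance ratio.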
Active calls of the source: *; ? = inconclusive; . = not tested or not shown; & = joins results of further samples; [ ] = dose if it differs, or a comment. Unless noted, calls come from the whole dose curve; as a rule, active = well fitted curve in the direction sought with a large enough effect; inconclusive = small, poorly fitted or top-dose-only effect, or another doubt; inactive = no such curve, though single readings can be large; an effect the other way counts as inactive or inconclusive.

SMILES	RGS4 inhibitor	ERG Ets-DNA blk	PI4K2A inh	HP1b chromo inh	BAZ2B inh	JMJD2A Tudor inh	G9a inh	GLS inh	12-LOX inh
Cc1cc(C(=O)Nc2ccc(C(=O)O)cc2)c(C)o1	-2%	17%	-8	15%	0%	-2%	?	-12%	-14%
COc1cccc(CN2CCNC(=O)C2CC(=O)NCCCC2CCCC2)c1OC (stereo not drawn)	-24%	13%	6	32%	-19%	-7%	?	-7%	?
Cn1cc([N+](=O)[O-])c(C(=O)N2CCCCCC2)n1	-9%	11%	3	25%	-10%	-2%	-4%	-13%	6%
Cc1ccc(NC(=O)Nc2ccccc2)nc1	-5%	-2%	1	31%	.	-12%	.	10%	0%
COc1cc(/C=C2/C(=N)N3C=CSC3=NC2=O)ccc1OCCCOc1cc(C)ccc1C	-7%	.	1	48%	1%	4%	83%[activator]	7%	6%
CCOC(=O)C1=C(C)NC(C)=C(C(=O)OCC)C1C(=O)OCC(=O)NC1CCCCC1	15%	-6%	0	32%	.	1%	.	-18%	-1%
O=C(Nc1ccccc1N1CCOCC1)c1ccc(Cl)c(S(=O)(=O)NCc2ccco2)c1	-9%	12%	-1	7%	-29%	?	?	1%	0%
CC(C)NC(=O)C1CCN(Cc2cnn(-c3ccccc3)c2-n2cccc2)CC1	-16%	-8%	-6	16%	-1%	9%	6%[59 µM]	4%	127%[activator]
Cc1ccc(N(C)S(=O)(=O)c2cccc(C(=O)NCCCN3CCCC3=O)c2)cc1	-5%	12%	-2	21%	33%[activator]	-7%	?	-4%	11%
O=C1C2C3C=CC(O3)C2C(=O)N1N=Cc1ccc2c(c1)OCO2 (stereo not drawn)	-24%	-1%	-12	33%[activator]	.	-13%	.	-13%	-3%
Clc1ccc2nc(N3CCCCC3)sc2c1	-7%	-13%	0	84%[activator]	8%	17%	76%[activator][59 µM]	-11%	-21%
O=C(NCc1ccco1)c1ccc(COCC(F)(F)C(F)F)cc1	-24%	-2%	-19	27%	-15%	?	?	-8%	0%
Cc1nnc(SCC(=O)NC(C)(C)C)n1NCc1c(F)cccc1Cl	21%	-7%	2	14%	1%	-6%	2%	0%	-11%
CC(=O)Nc1cc2c3ccccc3n(C)c2cc1[N+](=O)[O-]	5%	21%	-8	-10%	.	-20%	.	-9%	-7%
Cc1ccc2oc(C(=O)Nc3ccc(S(=O)(=O)Nc4onc(C)c4C)cc3)cc(=O)c2c1	5%&23%	-9%&-1%	-6&1	12%&-1%	-20%&-24%	-24%&-34%	-9%	12%&7%	7%&6%&-24%
COCCN(Cc1cc2cc3c(cc2nc1Cl)OCO3)C(C)=O	2%	-2%	-1	9%	-14%	-13%	-10%	-5%	-3%
Cc1c(C(=O)N2CCCC2)c(S(=O)(=O)NCCc2ccccc2)c(C)n1C	21%[11.4 µM]	5%	0	63%[activator]	-15%[57.1 µM]	-19%	?	-17%	-10%
CC(C)c1[nH]nc2c1C1(CCN(Cc3ccccc3)CC1)C(C#N)=C(N)O2	-47%	-6%	-4	33%	-27%	-11%	?	13%	-9%
CN(c1ccccc1)S(=O)(=O)c1ccc(Cl)c(C(=O)NCCc2c[nH]c3ccccc23)c1	-22%	3%	3	-4%	-30%	-32%	-16%[59 µM]	-5%	-2%
Cc1ccc(NC(=O)NC2=NN(c3ccccc3)C(=O)/C2=C2/CCCN2C)cc1	-32%	-3%	-1	39%[activator]	2%	-7%	-46%	1%	-4%
CCc1nc2cc(Cl)c(Cl)cc2nc1CC	21%	0%	-5	39%[activator]	-5%	12%	.	9%	?
CCCN(CC(=O)Nc1ccccc1OC)C(=O)C1CCCC1	-21%	11%	-5	48%[activator]	12%	-9%	3%	-6%	27%
CCc1c(C(=O)N/N=C/c2ccsc2)csc1C	11%	-7%	-5	23%	-22%	-17%	16%	5%	-18%
COc1ccc(CNC(=O)C2CCC(=O)N(CCCN3CCCC3=O)C2)c(OC)c1 (stereo not drawn)	-5%[56.9 µM]	15%	3	79%[activator]	-11%	-4%	6%	-2%	-1%
Cn1c(O)c(N=NC(=O)Cn2ccc(C(F)(F)F)n2)c2ccccc21	-10%	-9%	0	20%	-33%	-32%	1%[59 µM]	1%	0%
Cc1ccccc1NC(=O)CCc1nnc2ccc(N3CCC4(CC3)OCCO4)nn12	0%	1%	5	20%	-5%	18%	.	-12%	0%
Cc1cc(C(=O)O)cc(S(=O)(=O)Nc2ccccc2C(=O)NC2CC2)c1C	8%	2%	4	16%	10%	-17%	-37%	11%	-8%
CC(C)N(CCNC(=O)C1CCCN(c2ncnc3c2nc2n3CCCCC2)C1)Cc1ccccc1 (stereo not drawn)	-4%[11.4 µM]	14%	7	14%	-3%	-20%	8%	1%	0%
COc1ccc(C(C(=O)NCC2CCCO2)N(C(=O)CNC(=O)c2cccs2)c2ccccc2C)cc1OC (stereo not drawn)	10%	2%	1	22%	-10%	-6%	-2%	0%	1%
CCOc1cc(S(=O)(=O)Nc2ccc(CC)cc2)ccc1Cl	-4%	-3%	0	43%[activator]	8%	12%	16%[59 µM]	-18%	?
COc1ccc(C2OCC3(CO2)SC(N)=NC3=O)cc1 (stereo not drawn)	-1%	.	2	43%[activator]	?	-2%	?	-4%	-4%
CC(=O)C1=C(O)CC(C)(C)CC1=NCc1nc2ccccc2[nH]1	-6%	-2%	-2	48%[activator]	10%	-5%	-22%	-6%	15%
CC(C)Nc1ccc(C(CC(N)=O)NC(=O)Cc2ccc(Cl)cc2)cc1[N+](=O)[O-] (stereo not drawn)	12%	3%	-1	17%	1%	-14%	-8%[12.7 µM]	-10%	-17%
O=C(CSc1nc(-c2ccc(F)cc2)cs1)NCCN1C(=O)CSC1=O	-18%	13%	-17	35%	-18%	-6%	-36%	-8%	1%
CCOC(=O)Cc1csc(NC(=O)CN(C)S(=O)(=O)c2ccc3c(c2)CCC(=O)N3)n1	12%	-5%	-2	16%	8%	-19%	?	-2%	?
COc1ccc(NC(=O)CCc2c(C)nn(-c3ccc(N4CCOCC4)nn3)c2C)cc1Cl	-1%	7%	-2	6%	-28%	-34%	-2%[59 µM]	1%	5%
CNC(=O)c1cccc(-n2c(C)nc3cccnc32)c1C	3%	?	5	40%[activator]	0%	7%	4%[59 µM]	-4%	?
O=C(CN1CCOCC1)Nc1ccc(C2CCCCC2)cc1	-8%	-22%	0	31%	-6%	-16%	-12%[59 µM]	1%	-25%
CCN(CC(=O)NC(C)(C)C)Cc1nc2c(Br)cc(Br)cc2c(=O)[nH]1	-48%	-21%	1	15%	2%	-18%	.	-15%	4%
CC(=O)Nc1ccc(NC(=O)c2c(C)nn(Cc3ccccc3Cl)c2C)cc1	15%	12%	2	12%	1%	-6%	9%	2%	1%

Continued, starting with the last two of the part before.
SMILES	RGS4 inhibitor	ERG Ets-DNA blk	PI4K2A inh	HP1b chromo inh	BAZ2B inh	JMJD2A Tudor inh	G9a inh	GLS inh	12-LOX inh
CCN(CC(=O)NC(C)(C)C)Cc1nc2c(Br)cc(Br)cc2c(=O)[nH]1	-48%	-21%	1	15%	2%	-18%	.	-15%	4%
CC(=O)Nc1ccc(NC(=O)c2c(C)nn(Cc3ccccc3Cl)c2C)cc1	15%	12%	2	12%	1%	-6%	9%	2%	1%
c1ccc(C2=Nn3c(nnc3-c3ccccn3)SC2)cc1	-6%[56.9 µM]	6%	1	68%[activator]	28µM*	-31%[57.1 µM]	?	-4%	?
O=C(Nc1cc(=O)c2ccccc2o1)N1CCOCC1	6%	1%	5	15%	7%	-16%	-12%[59 µM]	-9%	-14%
O=C(Nc1cccc2c1CCCC2)c1ccccc1Br	15%	-8%	0	14%	-6%	-13%	16%	20%	21%
O=C(CSc1ncnc2ccccc12)Nc1ccc2c(c1)OCCO2	3%	8%	6	8%	-9%	-15%	-2%	-2%	4%
C/C(=N\NC(=O)c1sccc1C)c1cccnc1	-17%	13%	-11	33%	-15%	-5%	16%	4%	.
O=C(CCC(=O)OCC(=O)c1ccccc1)NC1CCCCC1	-1%	-1%	7	6%	10%	-2%	0%[12.7 µM]	0%	10%
CC1(C)C2CCC1(C)C(Nc1ccccc1)C2 (stereo not drawn)	27%[11.4 µM]	-9%	-7	40%[activator]	-16%	1%[11.4 µM]	.	3%	?
COc1cccc(Nc2c(Nc3cccc(OC)c3)c(=O)c2=O)c1	-24%	-4%	-3	6%	?	-33%	-82%	1%	3%

An excerpt; the hit share may differ from the screen's.
